RSV CPE inhibition: inhibition of RSV-induced cytopathic effect – HEp-2 cells, primary 10 µM value included (AID 2391); one-dose CPE inhibition, % at 10 µM; IC50 in µM for titrated hits; HEp-2 cells, RSV-induced CPE inhibition; higher % means a stronger effect; 310,000 tested, 0.13% active; in the data active = a potency from the dose series; inconclusive = CPE inhibition mostly from about 23% at the one dose, without a potency; inactive = the rest, 99 in 100 with CPE inhibition below about 21%; note: strong numbers were not always called active
SIAH1 antagonists: blockers of Siah-1 interaction with plectin peptide – biochemical, fluorescence polarization, rhodamine-plectin, uHTS, primary screen (AID 1817); 290,000 tested, 0.02% active; one-dose displacement, % at 20 µM; IC50 in µM for titrated hits; Siah-1 / rhodamine-plectin peptide fluorescence polarization; higher % means a stronger effect;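 active = displacement of at least 50% at 20 µM, with a fluorescence ratio check between 0.3 and a set limit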;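 note: plate controls were Siah plus tracer with DMSO for no effect and tracer alone without Siah for full effect; strong numbers were not always called active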
AID2073: disruptors of CaV2.2 binding to Mint1 – biochemical, HTRF (AID 2073). HTRF protein-protein interaction, Mint1-CaV2.2; higher % means a stronger effect. inhibition, % at 20 µM; hits with a dose series show IC50 in µM. 290,000 tested, 0.19% active; in the data active = inhibition mostly above about 51%, no sharp cut-off; inconclusive = no clear call, values can overlap the other calls; inactive = mostly below about 53%; note: some results filed as inactive read as strong as hits
UTI89 phage lysis: inhibition of K1F phage lysis, E. coli UTI89, bacterial capsule biogenesis inhibitors, alamar blue (AID 488966). E. coli UTI89 K1F phage lysis, alamar blue, 2 h; higher % means a stronger effect. 340,000 tested, 0.02% active. inhibition, % at 100 µM; hits with a dose series show IC50 in µM;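 active = phage lysis inhibition, versus mean bacterial control, above a set limit; inconclusive = no clear call, values can overlap the other calls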;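 note: capsule biogenesis inhibitors block K1F phage lysis so surviving cells raise fluorescence; higher fluorescence means more inhibition of phage lysis; actives were called in the ten point dose series up to 300 µM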
West Nile antiviral: West Nile virus antiviral activity, cell-based, CPE readout (AID 1621); West Nile virus-infected cells, CPE inhibition; higher % means a stronger effect; CPE inhibition, % at 10 µM, or IC50 in µM where a hit was titrated; 290,000 tested, 0.02% active; in the data active = a potency from the dose series; inconclusive = CPE inhibition mostly from about 3.7% at the one dose, without a potency; inactive = the rest, 99 in 100 with CPE inhibition below about 2.2%; note: strong numbers were not always called active
Large T inhibition: TAg ATPase/helicase activity blockers – biochemical (AID 1903). 310,000 tested, 0.39% active. inhibition, % at 20 µM; hits with a dose series show IC50 in µM. SV40 large T antigen ATPase/helicase inhibition assay; higher % means a stronger effect; in the data active = a potency from the dose series; inconclusive = inhibition mostly from about 32% at the one dose, without a potency; inactive = the rest, 99 in 100 with inhibition below about 32%; note: strong numbers were not always called active
MgcRacGAP inhibition: MgcRacGAP GTPase-activating activity inhibitors, confirmation, biochemical, ADP Hunter fluorescence; one-dose inhibition, % at 30 µM; IC50 in µM for titrated hits; AID 624330; MgcRacGAP-stimulated Rac1 GTP hydrolysis, ADP Hunter fluorescence; higher % means a stronger effect; GST-tagged Rac1 F28L mutant substrate; 340,000 tested, 0.6% active;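 active = first-screen hits whose inhibition reached a set limit at any dose in the follow-up dose series; inconclusive = inhibition above the set first-screen limit but never retested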;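 note: fluorescence reports GDP produced by GAP-driven GTP hydrolysis; strong numbers were not always called active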
Dengue-2 NS5 capping: flavivirus cap methylation enzyme inhibition – biochemical, confirmation dose response, primary screen (AID 588689) | inhibition, % at 25 µM; hits with a dose series show IC50 in µM | Dengue-2 NS5 methyltransferase capping enzyme assay, biochemical; higher % means a stronger effect | 340,000 tested, 0.3% active; in the data active = a potency from the dose series; inconclusive = inhibition above about 29% without an active follow-up result
NTR1 agonist: agonists of NTR1, primary screen, imaging, U2OS cells, beta-arrestin-GFP, high content (AID 493036) | P30989 | NTR1-U2OS beta-arrestin-GFP spot imaging, agonist mode | activation, % at 20 µM | 330,000 tested, 0.17% active;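 active = activation at or above 40% of the spot to cytoplasm intensity ratio, with at least 20 cells analyzed; inconclusive = wells under 20 cells, flagged as cytotoxic or low count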;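 note: 0% = DMSO without peptide and 100% = 100 nM NTR1 peptide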
Target sequence (P30989 whole entry, looked up): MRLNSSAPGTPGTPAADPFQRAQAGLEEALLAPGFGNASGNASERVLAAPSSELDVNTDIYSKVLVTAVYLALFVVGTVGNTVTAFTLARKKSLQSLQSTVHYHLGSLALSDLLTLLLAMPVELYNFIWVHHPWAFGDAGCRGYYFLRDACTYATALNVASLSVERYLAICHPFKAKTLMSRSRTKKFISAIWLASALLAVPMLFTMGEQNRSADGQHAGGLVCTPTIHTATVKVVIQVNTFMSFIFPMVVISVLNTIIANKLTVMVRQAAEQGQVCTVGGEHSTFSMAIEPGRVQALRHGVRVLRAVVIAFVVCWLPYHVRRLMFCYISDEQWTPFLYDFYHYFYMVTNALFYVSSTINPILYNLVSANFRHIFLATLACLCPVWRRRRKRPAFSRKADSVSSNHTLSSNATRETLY
NTR1 agonist cell count 20 µM: further read-out of NTR1 agonist, marked with its call; cell count; measured here: cell count, cytotoxicity flag
Numbers without * were called inactive; ? = inconclusive; · = no result given; [ ] = remark or other dose.

Molecule,RSV CPE inhibition,SIAH1 antagonists,AID2073,UTI89 phage lysis,West Nile antiviral,Large T inhibition,MgcRacGAP inhibition,Dengue-2 NS5 capping,NTR1 agonist,NTR1 agonist cell count 20 µM
CCOC(=O)c1[nH]c2ccccc2c1NC(=O)CC(C)C,0.2%,1%,12%,0.4%,-0.2%,·,4%,2%,-1.9,58
COC(=O)C1(c2ccccc2)NC(c2cccs2)C2C(=O)N(c3ccccc3)C(=O)C21 (stereo unspecified),2.2%,·,·,0.2%,-0.1%,14%,8%,2%,-0.1,45
CCC(C(=O)N1CCN(C(=O)c2ccco2)CC1)n1sc2ccccc2c1=O (stereo unspecified),0.2%,1%,7%,0.0%,-0.1%,5%,8%,-9%,-0.6,66
O=C(N/N=C/c1cccs1)C(=O)N1CCCC1,-0.4%,-3%,8%,0.3%,0.6%,2%,9%,·,0.4,40
COc1ccc(C(=O)N2CCC(n3nccc3NC(=O)C3CCOC3)CC2)cc1 (stereo unspecified),-0.1%,-4%,2%,0.1%,-0.3%,9%,5%,2%,1.2,58
COc1ccccc1Nc1nc(-c2ccc3c(c2)NC(=O)CO3)cs1,3.1%,-5%,31%,0.1%,0.2%,6%,-1%,23%,14,75
O=C(CSc1ccncc1)Nc1ccc(S(=O)(=O)Nc2nccs2)cc1,0.9%,0%,4%,0.2%,0.4%,17%,8%,5%,0.2,65
O=C(CCNC(=O)c1ccc(Cl)cc1)Nc1c(F)c(F)cc(F)c1F,2.1%,-2%,0%,2.2%,0.6%,-15%,4%,-1%,-1.4,50

Molecule,RSV CPE inhibition,SIAH1 antagonists,AID2073,UTI89 phage lysis,West Nile antiviral,Large T inhibition,MgcRacGAP inhibition,Dengue-2 NS5 capping,NTR1 agonist,NTR1 agonist cell count 20 µM
O=C1NC(Cc2c[nH]c3ccccc23)C(=O)N1CCOc1ccccc1 (stereo unspecified),-0.8%,3%,9%,0.7%,-0.7%,3%,3%,-5%,-2.6,102
Cc1cc(-c2nnc(CCC(=O)N(C)Cc3cccc4ccccc34)o2)no1,0.3%,15%,-2%,0.1%,-0.9%,·,-1%,-9%,-0.6,50
O=C(CNC(=O)c1ccccc1F)N/N=C/c1cc(Br)ccc1OC(=O)/C=C/c1ccco1,17%,30%,40%,0.0%,-1.1%,3%,4%,-6%,3.3,93
CC(/C=N/NC(=O)c1ccncc1)=C\c1ccccc1,2.0%,-2%,-1%,1.0%,0.1%,15%,2%,-4%,0.9,59
CCOC(=O)c1cnc2c(c(C3CC3)nn2C)c1N1CCOCC1,·,20%,38%,·,0.3%,4%,·,·,0.5,40
CCOC(=O)C(=O)N(Nc1ccc(C)cc1)c1ccc(C)cc1,1.5%,-2%,21%,1.1%,-0.7%,14%,5%,-1%,0.9,51
CCCNC(=O)COc1coc(CN2CCN(c3ccccc3)CC2)cc1=O,1.0%,-1%,-8%,0.4%,-0.1%,3%,8%,3%,-0.6,63
CCOc1cc2[nH]c(=S)n(Cc3ccc(C(=O)NCCN(CC)CC)cc3)c(=O)c2cc1OCC,-1.6%,-6%,-15%,0.2%,-2.3%,10%,17%,-5%,4.0,103

The closing 3 compounds of the section before come first, to join the parts.
Molecule,RSV CPE inhibition,SIAH1 antagonists,AID2073,UTI89 phage lysis,West Nile antiviral,Large T inhibition,MgcRacGAP inhibition,Dengue-2 NS5 capping,NTR1 agonist,NTR1 agonist cell count 20 µM
CCOC(=O)C(=O)N(Nc1ccc(C)cc1)c1ccc(C)cc1,1.5%,-2%,21%,1.1%,-0.7%,14%,5%,-1%,0.9,51
CCCNC(=O)COc1coc(CN2CCN(c3ccccc3)CC2)cc1=O,1.0%,-1%,-8%,0.4%,-0.1%,3%,8%,3%,-0.6,63
CCOc1cc2[nH]c(=S)n(Cc3ccc(C(=O)NCCN(CC)CC)cc3)c(=O)c2cc1OCC,-1.6%,-6%,-15%,0.2%,-2.3%,10%,17%,-5%,4.0,103
C=CCN1C(=O)CSC1=Nc1ccc(NC(C)=O)cc1,0.4%,-3%,17%,0.5%,0.7%,6%,4%,0%,0.2,75
Cc1cc(C)cc(NC(=O)Cc2ccc(-n3cccc3)cc2)c1,0.6%,6%,38%,4.2%,-0.5%,1%,7%,-4%,-2.3,77
O=C(CN(C(=O)c1csnn1)c1cccc2c1CCCC2)NCc1ccc(F)cc1,1.7%,0%,9%,-0.1%,-0.9%,5%,4%,-7%,2.9,44
Cc1ccc(S(=O)(=O)NC2CCCC2)cc1C(N)=O,1.5%,7%,-3%,-0.1%,-0.2%,24%,-3%,-7%,0.9,64
OC(CCc1ccncc1)c1ccccc1 (stereo unspecified),-1.2%,·,·,0.6%,·,6%,5%,-11%,-2.4,87
Cc1ccnc(NS(=O)(=O)c2ccc(NC(=O)c3ccc(S(=O)(=O)N4CC(C)OC(C)C4)cc3)cc2)n1 (stereo unspecified),1.7%,5%,7%,2.8%,0.2%,7%,4%,-1%,3.4,47
O=c1c2ccccc2c(/C=N/NS(=O)(=O)c2ccccc2)c(O)n1-c1ccccn1,-0.6%,-5%,19%,-0.3%,-1.1%,18%,10%,-60%,0.4,43
CN(C(=O)Nc1ccccc1)C1CCCCC1,1.1%,-5%,12%,0.5%,0.2%,6%,2%,-1%,-0.4,49

Molecule,RSV CPE inhibition,SIAH1 antagonists,AID2073,UTI89 phage lysis,West Nile antiviral,Large T inhibition,MgcRacGAP inhibition,Dengue-2 NS5 capping,NTR1 agonist,NTR1 agonist cell count 20 µM
CCCCNc1cc(C)oc(=O)c1C(C)=O,2.5%,-1%,0%,-0.7%,0.0%,-20%,7%,1%,1.5,45
Cc1ccc(C(=O)Nc2ccc3c(c2)OCCO3)o1,3.6%,1%,-1%,-0.1%,0.1%,16%,6%,-4%,-1.1,52
Cc1cc(C)n(CCN(C)Cc2nc(Cc3ccccc3F)no2)n1,2.6%,14%,25%,1.7%,0.0%,-15%,2%,-4%,1.5,49
O=C(O)CCc1ccc(-c2ccccc2)n1CC(=O)O,1.4%,-1%,11%,0.8%,0.3%,20%,7%,-6%,-1.6,101
O=C(NCC1CCN(S(=O)(=O)c2ccccc2)CC1)Nc1ccc(F)cc1,2.2%,7%,-3%,-0.5%,-1.3%,12%,14%,-6%,-1.1,61
COc1cccc(C2OC(=O)c3ccccc3N2C(C)=O)c1OC(C)=O (stereo unspecified),1.7%,-1%,4%,3.3%,-0.3%,-1%,4%,9%,0.9,82
Nc1ccccc1O,-0.1%,·,·,0.3%,·,·,5%,-7%,-3.3,69
CCOC(=O)c1sc2nc(C)[nH]c(=O)c2c1C,45%,2%,6%,0.2%,0.3%,7%,17%,1%,1.1,63

Some entries already given with just NTR1 agonist cell count 20 µM and MgcRacGAP inhibition:
Structure,NTR1 agonist cell count 20 µM,MgcRacGAP inhibition
Cc1ccc(C(=O)Nc2ccc3c(c2)OCCO3)o1,52,6%
O=C(O)CCc1ccc(-c2ccccc2)n1CC(=O)O,101,7%

(list continues)
Molecule,RSV CPE inhibition,SIAH1 antagonists,AID2073,UTI89 phage lysis,West Nile antiviral,Large T inhibition,MgcRacGAP inhibition,Dengue-2 NS5 capping,NTR1 agonist,NTR1 agonist cell count 20 µM
COc1ccc(/C=C/C(=O)Nc2ccc3c(c2)OCCO3)cc1OC,21%,-4%,6%,0.0%,-0.2%,16%,12%,-9%,0.3,48
CC1CC(NC(=O)CC#N)CC(C)(C)C1 (stereo unspecified),1.7%,0%,3%,0.9%,0.6%,13%,6%,-1%,-1.6,57
O=C(NCc1ccc2[nH]c3c(c2c1)CCCC3)c1ccc(S(=O)(=O)N2CCCC2)cc1,7.8%,1%,8%,-0.6%,-0.3%,1%,13%,-6%,0.1,102
O=C(Nc1c(C(=O)Nc2ccccc2)cnn1-c1ccccc1)c1ccco1,1.9%,1%,-2%,2.4%,-0.1%,-6%,-5%,-6%,0.6,49
NS(=O)(=O)c1ccc(NC(=S)NCCc2ccccc2)cc1,-1.6%,6%,4%,0.0%,-0.5%,4%,15%,-11%,0.3,13
O=C(CCCc1ccccc1)Nc1ccc(S(=O)(=O)N2CCOCC2)cc1,1.2%,-1%,36%,0.1%,0.1%,8%,14%,-14%,3.3,67
Cc1c(NS(=O)(=O)c2ccc3c(c2)CCN3C(=O)C2CC2)c(=O)n(-c2ccccc2)n1C,0.7%,1%,5%,-1.6%,·,-1%,9%,1%,-0.2,64
COc1ccc(OCCCC(=O)Nc2nc(-c3ccccn3)cs2)cc1,6.1%,-12%,27%,-0.2%,-1.3%,4%,13%,-7%,0.4,44

Molecule,RSV CPE inhibition,SIAH1 antagonists,AID2073,UTI89 phage lysis,West Nile antiviral,Large T inhibition,MgcRacGAP inhibition,Dengue-2 NS5 capping,NTR1 agonist,NTR1 agonist cell count 20 µM
CC1CC(C)CN(S(=O)(=O)N2CCC(C(=O)NCc3ccco3)CC2)C1 (stereo unspecified),-0.3%,-8%,?,-0.8%,-0.5%,0%,1%,-11%,1.1,39
CN1C(=S)SC(/[N+]([O-])=C\c2ccccc2F)C1(C)C (stereo unspecified),-0.6%,11%,4%,-0.2%,0.0%,20%,-6%,3%,0.6,33
COc1ccc(/C(=N\O)c2nccc3cc(OC)c(OC)cc23)cc1OC,1.7%,1%,7%,0.5%,0.5%,1%,-5%,-3%,0.6,55
O=S(=O)(NCCOCC(F)(F)C(F)F)c1ccc2oc3ccccc3c2c1,2.0%,1%,-2%,-0.5%,-1.2%,6%,-2%,-3%,-1.7,53
COc1ccccc1CNC(=O)C1CCN(C(=O)c2sccc2-n2cccc2)CC1,1.3%,2%,6%,0.2%,-0.1%,10%,10%,0%,0.5,58
CC(C)C(NS(=O)(=O)c1cccc(C(F)(F)F)c1)C(=O)NCc1cccs1 (stereo unspecified),1.6%,·,·,0.4%[50 µM],·,·,6%,-2%,-0.6,52

Complete entries, looked up by structure. Screens in order: RSV CPE inhibition	SIAH1 antagonists	AID2073	UTI89 phage lysis	West Nile antiviral	Large T inhibition	MgcRacGAP inhibition	Dengue-2 NS5 capping	NTR1 agonist	NTR1 agonist cell count 20 µM
COc1ccccc1CNC(=O)C1CCN(C(=O)c2sccc2-n2cccc2)CC1 across the screens: 1.3%	2%	6%	0.2%	-0.1%	10%	10%	0%	0.5	58
COc1ccc(/C(=N\O)c2nccc3cc(OC)c(OC)cc23)cc1OC across the screens: 1.7%	1%	7%	0.5%	0.5%	1%	-5%	-3%	0.6	55

High-throughput results (PubChem)
